# Assay outcomes as filed in PubChem BioAssay.
# SR-BI HDL uptake: inhibitors of mouse SR-BI mediated HDL lipid uptake | Q61009 | ldlA[mSR-BI] CHO cells, DiI-HDL uptake fluorescence, 3 h | inhibition, % at 12.5 µM | 320,000 compounds, 0.96% hits | AID 488896;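 active = mean replicate inhibition of at least 70% and a set share of replicates each scoring 70 or more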;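 also: 0% = median of neutral control wells and 100% = median of positive control wells; values of inactives mirror those of a sister screen read the other way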
# Target sequence (Q61009 whole entry, looked up): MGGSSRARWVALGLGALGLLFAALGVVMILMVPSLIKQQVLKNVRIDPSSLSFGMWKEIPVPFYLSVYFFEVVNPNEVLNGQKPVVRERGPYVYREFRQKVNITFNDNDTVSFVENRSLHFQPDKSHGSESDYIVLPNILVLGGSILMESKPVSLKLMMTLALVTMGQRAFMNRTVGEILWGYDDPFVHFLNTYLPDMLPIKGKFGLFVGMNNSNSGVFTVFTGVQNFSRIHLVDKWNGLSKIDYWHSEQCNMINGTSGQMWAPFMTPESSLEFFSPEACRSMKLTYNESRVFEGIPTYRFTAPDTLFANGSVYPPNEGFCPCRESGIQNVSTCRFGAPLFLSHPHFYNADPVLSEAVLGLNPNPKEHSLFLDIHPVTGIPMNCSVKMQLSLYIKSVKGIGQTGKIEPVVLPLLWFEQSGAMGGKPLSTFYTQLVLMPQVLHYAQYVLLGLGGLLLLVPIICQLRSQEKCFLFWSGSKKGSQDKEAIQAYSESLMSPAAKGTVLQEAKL
# dFosB activator: enhances mouse delta FosB homodimer DNA binding | P13346 | purified delta FosB, TAMRA-CDK5 oligo fluorescence polarization; percent of positive-control signal above neutral wells | activation, % at 25 µM | 340,000 compounds, 0.99% hits | AID 493131;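 active = mean activation above about 17%, with every replicate also reaching it, limit read from the data, passing the limit was not always enough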;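 also: fluorescence polarization rise as delta FosB binds a TAMRA Cdk5 AP-1 oligo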
# Target sequence (P13346 whole entry, looked up): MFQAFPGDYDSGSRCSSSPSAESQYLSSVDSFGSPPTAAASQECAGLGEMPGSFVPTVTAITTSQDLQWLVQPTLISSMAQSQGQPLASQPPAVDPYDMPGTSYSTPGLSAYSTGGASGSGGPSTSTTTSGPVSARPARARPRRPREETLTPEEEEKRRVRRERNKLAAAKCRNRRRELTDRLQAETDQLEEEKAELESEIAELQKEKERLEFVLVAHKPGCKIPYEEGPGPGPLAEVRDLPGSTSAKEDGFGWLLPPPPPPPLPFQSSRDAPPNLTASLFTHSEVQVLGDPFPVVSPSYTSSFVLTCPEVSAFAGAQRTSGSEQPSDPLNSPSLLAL
# Arr AP2 block: blocks beta-arrestin peptide binding to AP2 adaptin; FITC-arrestin peptide / GST-AP2 beads, flow cytometry; AP2 beta2 appendage carries R879A mutation; inhibition, % at 10 µM; 340,000 compounds, 0.31% hits; AID 504490;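 active = inhibition above a set limit, near 3 SD of compounds lacking own fluorescence, cut at about 54% in these data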;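 also: plate controls were DMSO wells for no effect and 5 µM unlabelled arrestin peptide for full effect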
#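 Measured by: flow cytometry, FL1 (488/535 nm); Material: AP2 appendage R879A on GSH beads; Evaluation: percent response; Timing: pre-incubation 12 min, peptide binding 1 h, room temperature; Also added: 50 nM FITC-arrestin peptide; Medium: PBS with 0.05% Tween 20 and 0.1% BSA.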
# SUMO Mot1 rescue: inhibitors of SUMOylation pathway: yeast Mot1-301 growth rescue; S. cerevisiae Mot1-301 growth rescue, ATP luminescence, 38.5C; percent above DMSO median, 100 means doubled; growth rescue, % at 18.8 µM; 320,000 compounds, 1% hits; AID 2716;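 active = every valid replicate shows activation above 250% relative to neutral control wells; inactive = the rest, any valid replicate at or below 250%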;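 also: OY570 slx delta 5 strain wells were the positive control but not used for scaling; some compounds called inactive have numbers as strong as hits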
# PKA-R1A act: activators of PKA-R1A complex; P00514+P68181; PKA-R1A dissociation, Cy5-IP20 fluorescence polarization; scaled: DMSO 0%, 113 µM cGMP 100%; activation, % at 11.4 µM; 340,000 compounds, 0.083% hits; AID 504707;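 active = percent activation above the mean of all tested compounds plus 3 SD, cut at about 19% in these data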;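 also: higher means more PKAc released from R1A so a rise in polarization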
# MITF TRPM1 HTS: MITF TRPM1 promoter activation in melanoma cells; SK-MEL-5 TRPM1-promoter luciferase, 24 h; % of positive control, neutral wells = 0; activation, % at 12.5 µM; 300,000 compounds, 0.75% hits;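 active = mean activation of at least 80% with every replicate also reaching 80%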;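 also: 0% = neutral control wells and 100% = parthenolide positive control wells; values of inactives mirror those of a sister screen read the other way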
# CDK5 inh: CDK5/p35 (human) kinase inhibition; Recombinant CDK5/p35, ADP-Glo luminescence, 60 min; Q00535+Q15078; 330,000 compounds, 0.01% hits; AID 488839; inhibition, % at 10 µM;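 active = highest replicate inhibition of at least 50% and at least 75% of replicates reaching 50%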;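 also: plate controls were DMSO neutral control for no effect and GW8510 at 10 µM for full effect; many of its hits are not listed in these tables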
# PKA-R2B activ: activates the human PKA-R2B holoenzyme complex; P22694+P31323; PKA-R2B holoenzyme dissociation, Cy5-IP20 fluorescence polarization; R2B truncated from residue 108, S112A mutant; 0% DMSO only, 100% 113 µM cGMP; activation, % at 11.4 µM; 340,000 compounds, 0.079% hits;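 active = activation above a cutoff set at the mean over all compounds plus 3 SD, cut at about 18% in these data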;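 also: higher means more holoenzyme dissociation and a rise in polarization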
# SR-BI uptake up: activators of SR-BI mediated HDL lipid uptake | activation, % at 12.5 µM | CHO ldlA[mSR-BI] cells, DiI-HDL uptake fluorescence, 3 h; 100 = double the neutral-control signal | 320,000 compounds, 0.096% hits | AID 504775;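 active = mean replicate activation of at least 60% and every replicate at or above 60%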;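 also: 0% = median plate neutral-control signal and 100% = twice that signal; values of inactives mirror those of a sister screen read the other way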
#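 system = CHO ldlA[mSR-BI] cells, LDL receptor-null, SR-BI overexpressing | medium = Ham's F12 with 0.5% BSA, HEPES 25 mM, pH 7.4 | probe or stimulus = DiI-HDL 10 µg/mL | compound dosing = single-point compound dose | incubation = compound exposure 3 h, 37 °C | technique = DiI fluorescence, bottom read | read-out = cell-associated DiI fluorescence as measure of HDL uptake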
# DSG3 Ab inh: inhibitors of pemphigus antibody binding to human desmoglein-3; binding (percent of control), % at 10 µM; 310,000 compounds, 0.48% hits; DSG3-coupled beads, scFv-anti-DSG3-GFP binding, flow cytometry; active compounds read low; AID 588358;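 active = binding more than 3 SD below its plate's average and above zero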;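 also: hits lower antibody fragment binding to DSG3; some compounds called inactive have numbers as strong as hits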
# NSD2 inh: blocks human histone methyltransferase NSD2; O96028; NSD2 peptide methylation, AlphaScreen, 120 min; inhibition, % at 12.5 µM; 310,000 compounds, 0.54% hits; AID 743445; in the data active = inhibition above about 50%
# Starred values were filed as active, the others as inactive; x = no result given. Not a hit list (roughly 4.7% active in at least one column).
nr	SR-BI HDL uptake	dFosB activator	Arr AP2 block	SUMO Mot1 rescue	PKA-R1A act	MITF TRPM1 HTS	CDK5 inh	PKA-R2B activ	SR-BI uptake up	DSG3 Ab inh	NSD2 inh	Structure
1	-9	-6	-8	-16	-2	x	0.7	-4	9	x	2	COc1ccc(C(=O)NC(=S)NNC(=O)c2ccc(C)cc2)cc1
2	1	-2	4	374	10	20	0.8	-9	-1	109	2	CN(C)CCCNc1nc(N)c([N+](=O)[O-])c(NCCO)n1
3	-4	-9	-8	-7	-6	-3	1.4	-9	4	102	-4	CC(NC(=O)c1ccc2ccccc2n1)c1ccccc1 (stereo not drawn)
4	-27	4	-4	-2	-5	-6	-1.1	-1	27	112	2	CN1CCN(CCCc2c3c(cc4c2CCC4)CCC3)CC1
5	3	-9	-2	192	-7	26	1.0	-5	-3	x	-3	Cc1cc2oc(C(=O)NC3CCS(=O)(=O)C3)c(C)c2cc1C (stereo not drawn)
6	-47	5	-7	25	-4	-6	-1.7	-4	47	95	0	O=C(c1ccccc1)N1CCCC(C(=O)N2CCc3ccccc3C2)C1 (stereo not drawn)
7	-14	-1	-3	3	1	-2	0.6	2	14	86	-1	CCN(CC(=O)NC(c1ccccc1)c1ccccc1)Cc1nc2ccccc2c(=O)[nH]1
8	-20	1	12	-13	-10	2	-2.4	-3	20	99	-1	CN(C)C(=O)CNc1n[nH]c(=S)[nH]c1=O
9	31	-11	-3	73	8	6	-1.6	1	-31	123	-3	Cc1ccc(Cl)cc1S(=O)(=O)N1CCC(C(=O)NC2CCN(Cc3ccccc3)CC2)CC1
10	4	-11	17	-7	3	87*	-0.6	6	-4	x	-2	Cc1ccoc1C(=O)Nc1cccc(Oc2ccccc2)c1
11	13	-5	-1	3	-2	-16	-0.6	7	-13	86	1	Nc1nc(CN2CCN(c3ccccc3)CC2)nc(Nc2ccc(Cl)cc2)n1
12	12	-12	9	9	3	-9	-4.2	-10	-12	x	0	O=C(NCCOc1cccnc1)c1ccc(OC2CCN(Cc3ccccn3)CC2)cc1
13	1	-7	22	x	6	-4	x	-8	-1	106	-4	COc1cccc(-c2noc(CCCC(=O)NC3CCCC3)n2)c1
14	64	16	3	14	-2	-6	-0.5	0	-64	x	-1	CCCOc1ccc(-c2c(C(=O)N/N=C/c3ccc(OC)cc3)nnn2-c2nonc2N)cc1
15	46	-12	49	264	-6	4	-0.3	-8	-46	99	0	CC(=O)c1c(C)[nH]c(C(=O)CN2C(=O)NC(C)(CCC(C)C)C2=O)c1C (stereo not drawn)
16	-8	3	-14	771	-8	1	-0.5	-4	8	103	-1	CCc1ccc(NC(=S)N2CCNC(=O)C2CC(=O)OC)cc1 (stereo not drawn)
17	33	-15	-2	-26	-4	-2	4.9	-17	-33	94	x	Cc1cc(O)ccc1Nc1nc2ccccc2nc1Nc1ccc(O)cc1C
18	-5	-17	45	101	-4	-5	-2.5	-21	5	107	4	CCCC(=O)NC(c1cccs1)c1cc([N+](=O)[O-])c2cccnc2c1O (stereo not drawn)
19	-1	1	13	-9	-10	0	-1.1	1	1	101	-2	O=C(N=Nc1c(O)[nH]c2ccccc12)c1ccc2c(c1)OCO2
20	20	-10	11	31	7	1	-0.1	6	-20	99	0	COc1ccc(Cl)cc1NC(=O)CN1C(=O)CC(C)S(=O)(=O)c2ccccc21 (stereo not drawn)
21	-19	-20	-2	21	1	6	1.3	-6	19	121	-6	CCn1c(Cc2ccccc2)nnc1SCC(=O)OC(C)C
22	-36	-1	-16	2	10	-1	1.0	1	36	x	26	COc1cc(C(=O)NNC(=O)C2CCC2)cc(OC)c1OC
23	-10	1	-3	95	-3	x	-1.1	3	10	97	2	CCOC(=O)c1[nH]c2cc(OC)c(OC)cc2c1N
24	-20	-7	2	17	4	x	1.9	-2	20	x	3	Clc1ccc(CN2C3=NCCN3c3ccccc32)cc1
25	-3	4	8	-19	6	-7	-0.5	0	3	x	21	COCC(O)CNc1ccccc1 (stereo not drawn)
26	11	-3	-6	-3	2	-8	1.5	1	-2	105	x	NC(=O)c1nc[nH]c1C(=O)Nc1cccc(C(F)(F)F)c1
27	-4	3	18	-5	0	x	-0.6	6	4	106	-1	CCC(C)N(C(=O)COC(=O)CN=C1NS(=O)(=O)c2ccccc21)C1CCS(=O)(=O)C1 (stereo not drawn)
28	x	-5	1	-16	10	18	0.8	-4	x	x	-1	Cc1ccc(-c2noc(Cn3nc(C(=O)O)c4ccccc4c3=O)n2)cc1
29	-7	2	0	-30	1	x	0.3	-11	7	106	-1	CC(=O)OCC(OC(C)=O)C(OC(C)=O)C(OC(C)=O)C(=O)Nc1ccc(C)cc1C (stereo not drawn)
30	-7	-1	-3	-13	-8	16	-0.6	-2	7	111	x	O=C(NCc1nc2ccccc2[nH]1)c1cccs1
31	1	0	26	-1	-11	x	-3.7	2	-1	105	x	Cn1cc(S(=O)(=O)N2CCC(C(N)=O)CC2)c(=O)n(C)c1=O
32	-7	-5	-6	1	-11	4	-2.5	-13	7	105	-1	Cc1nnc2n1NC(c1ccc(Cl)cc1)C(C(=O)N1CCC(C)CC1)S2 (stereo not drawn)
33	2	-4	5	-16	5	-1	-1.5	1	-2	x	1	CCOCCCNC(=O)/C(C#N)=C/c1ccccc1F
34	-24	-1	19	1	-4	5	0.1	6	24	96	-3	O=C(OCc1ccccc1)c1cnc(Cl)c(Cl)c1
35	5	-4	-16	4	-29	-4	-1.1	-5	-5	90	26	COc1cccc(CN(C)C(=O)c2ccc(N3CCCC3)c([N+](=O)[O-])c2)c1
36	-2	-2	2	8	1	0	1.0	-7	2	x	2	O=C(N=C1SC2CS(=O)(=O)CC2N1c1cccc(F)c1)C1CC1 (stereo not drawn)
37	2	-9	x	83	-4	10	-2.6	5	-2	105	-1	O=C(CN1C(=O)S/C(=C\c2ccc(O)cc2)C1=O)c1ccccc1
38	64	7	7	2	0	-13	1.9	-6	-64	113	-3	COC(=O)c1ccc(-c2csc(NC(=O)c3ccc(S(=O)(=O)N4CCc5ccccc5C4)cc3)n2)cc1
39	-5	2	22	-5	-4	22	-1.5	-1	21	x	x	O=C(/C=C/c1ccccc1)c1ccccc1
40	2	2	-2	15	-2	1	1.9	-5	-2	103	-1	O=C(OCC(=O)c1ccc[nH]1)c1ccc([N+](=O)[O-])cc1
41	14	-4	9	x	-2	63	1.4	-2	-14	107	-3	Cc1ccc(C(=O)N/N=C2\CCCc3ccccc32)c(C)c1
42	0	4	7	-11	4	-11	2.7	-2	0	101	1	CCN1CC(CN(C)Cc2nc(-c3ccco3)oc2C)CC1=O (stereo not drawn)
43	-8	-8	-8	-3	0	4	-3.6	4	8	102	0	Cc1nc(NC(=S)NC(=O)c2cccs2)ccc1Br
44	6	-4	-7	4	2	x	1.3	-3	-6	116	-2	CCOC(=O)N1CCc2c(sc3nc4n(c(=O)c23)N=C(c2ccc(OC)cc2)CS4)C1
45	-23	-3	0	-19	-5	8	-0.9	1	23	104	-1	O=C1c2ccccc2C(=O)N1CCCCON1C(=O)c2ccccc2C1=O
46	-8	-7	12	7	-11	-7	0.1	-12	8	92	-2	CCn1c(=O)n(CC(=O)Nc2ccc(F)cc2)c(=O)c2ccccc21
47	29	-12	-7	9	4	7	-0.2	-7	-29	107	3	CCOC(=O)c1ccc(Oc2c(C)oc3cc(OS(C)(=O)=O)ccc3c2=O)cc1
48	53	2	12	8	-6	-5	0.4	-10	-53	97	-5	COc1cc(OC)c(NC(=O)c2ccc(Br)o2)cc1Cl
49	-30	-2	4	-4	-15	5	-2.7	1	30	97	x	COc1c(OC)c(O)c2c(=O)c(O)c(-c3ccccc3)oc2c1OC
50	-21	-9	6	14	-1	1	-2.4	4	21	97	-3	O=C1c2cccnc2C(=O)N1Cc1ccc(F)cc1
51	-20	-13	5	11	9	-10	-1.4	4	20	101	x	CCCCc1cc(=O)oc2c(C)c(OCC(=O)N3CCC(C(=O)O)(c4ccccc4)CC3)ccc12

# Rewritten as tab-separated lines: part of the list above
no.	Compound	SR-BI HDL uptake	dFosB activator	Arr AP2 block	SUMO Mot1 rescue	PKA-R1A act	MITF TRPM1 HTS	CDK5 inh	PKA-R2B activ	SR-BI uptake up	DSG3 Ab inh	NSD2 inh
40	O=C(OCC(=O)c1ccc[nH]1)c1ccc([N+](=O)[O-])cc1	2	2	-2	15	-2	1	1.9	-5	-2	103	-1
41	Cc1ccc(C(=O)N/N=C2\CCCc3ccccc32)c(C)c1	14	-4	9	x	-2	63	1.4	-2	-14	107	-3
42	CCN1CC(CN(C)Cc2nc(-c3ccco3)oc2C)CC1=O (stereo not drawn)	0	4	7	-11	4	-11	2.7	-2	0	101	1
43	Cc1nc(NC(=S)NC(=O)c2cccs2)ccc1Br	-8	-8	-8	-3	0	4	-3.6	4	8	102	0
44	CCOC(=O)N1CCc2c(sc3nc4n(c(=O)c23)N=C(c2ccc(OC)cc2)CS4)C1	6	-4	-7	4	2	x	1.3	-3	-6	116	-2
45	O=C1c2ccccc2C(=O)N1CCCCON1C(=O)c2ccccc2C1=O	-23	-3	0	-19	-5	8	-0.9	1	23	104	-1
46	CCn1c(=O)n(CC(=O)Nc2ccc(F)cc2)c(=O)c2ccccc21	-8	-7	12	7	-11	-7	0.1	-12	8	92	-2
47	CCOC(=O)c1ccc(Oc2c(C)oc3cc(OS(C)(=O)=O)ccc3c2=O)cc1	29	-12	-7	9	4	7	-0.2	-7	-29	107	3
48	COc1cc(OC)c(NC(=O)c2ccc(Br)o2)cc1Cl	53	2	12	8	-6	-5	0.4	-10	-53	97	-5
49	COc1c(OC)c(O)c2c(=O)c(O)c(-c3ccccc3)oc2c1OC	-30	-2	4	-4	-15	5	-2.7	1	30	97	x
50	O=C1c2cccnc2C(=O)N1Cc1ccc(F)cc1	-21	-9	6	14	-1	1	-2.4	4	21	97	-3

# Looked up above.
# SR-BI uptake up with O=C1c2cccnc2C(=O)N1Cc1ccc(F)cc1 = 21
# NSD2 inh with CCOCCCNC(=O)/C(C#N)=C/c1ccccc1F = 1
